Screening results deposited in PubChem by The Scripps Research Institute Molecular Screening Center.
COUP-TFII inh – NR2F2 transcriptional activity inhibitors, primary screen, cell-based, luciferase reporter, HEK293T, luminescence | COUP transcription factor 2 (Homo sapiens), P24468 | HEK293T NGFI-A luciferase reporter | inhibition, % at 8.6 µM | hit rate 0.7% among 370,000;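 active = inhibition above a per-plate cutoff, mean inhibition of test wells between control levels plus 3 SD, cut at about 38% in these data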;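 note: cells cotransfected with COUP-TFII expression vector driving the NGFI-A reporter; 0% = median of COUP-TF2 test wells and 100% = reporter-only cells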
Target sequence (P24468 whole entry, looked up): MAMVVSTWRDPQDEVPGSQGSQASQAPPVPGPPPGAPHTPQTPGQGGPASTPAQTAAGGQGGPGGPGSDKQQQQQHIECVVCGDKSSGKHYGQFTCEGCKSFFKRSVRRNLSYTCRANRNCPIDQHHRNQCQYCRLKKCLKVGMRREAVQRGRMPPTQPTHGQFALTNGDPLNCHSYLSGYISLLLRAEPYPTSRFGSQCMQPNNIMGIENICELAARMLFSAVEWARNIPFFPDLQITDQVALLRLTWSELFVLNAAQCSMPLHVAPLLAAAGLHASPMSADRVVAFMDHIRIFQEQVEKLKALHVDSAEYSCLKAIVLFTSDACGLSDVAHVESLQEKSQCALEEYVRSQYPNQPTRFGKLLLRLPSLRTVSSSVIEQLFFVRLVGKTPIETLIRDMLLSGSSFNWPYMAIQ
SRC2 inh – inhibition of GAL4-SRC2 driven luciferase reporter, primary screen, SRC2 inhibitor project, cell-based, luminescence. Nuclear receptor coactivator 2 (Homo sapiens), Q15596. HEK293 GAL4-SRC2 luciferase reporter. inhibition, % at 9 µM. hit rate 0.17% among 370,000. AID 651957, 2012;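 active = inhibition above the mean inhibition of all tested compounds plus 3 SD, set per campaign, cut at about 52% in these data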;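 note: 0% = DMSO treated cells and 100% = cells given Gossypol at 36 µM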
Active calls of the source: *. These rows are one share of the data (hit frequency here may not be typical).

entry	canonical_smiles	COUP-TFII inh	SRC2 inh
1	Cc1ccccc1CN1CCCCC(NC(=O)c2ccc(F)c(F)c2)C1=O (stereo not drawn)	-0.9	25.0
2	O=C(NCCc1ccccc1)OCc1cn(-c2ccc(F)cc2)nn1	-16.9	-10.7
3	CS(=O)(=O)N[C@@H]1C[C@@H]2O[C@@H](CO)CC[C@@H]2O[C@@H]1CCc1ccc(/C=C/c2ccccc2)cc1	3.1	3.8
4	O=C(NCC1COc2ccccc2O1)c1ccc(NC(=O)c2cccc(F)c2)cc1 (stereo not drawn)	4.3	-4.3
5	COc1ccc2ccccc2c1C=NNC(=O)c1cc(-c2ccc(C)c(C)c2)n[nH]1	-6.1	-8.2
6	COC(=O)[C@]12C[C@H](CC(=O)N3CCN(C(=O)C4CC4)CC3)C(=O)N(Cc3ccccc3)C1=C[C@H](C1CCCC1)O[C@@H]2C	-2.4	12.4
7	CCCC1CC(=O)OC1(C)C(=O)CSc1n[nH]c(-c2ccccc2)n1 (stereo not drawn)	-14.3	-0.6
8	COc1ccc(Cn2ccc3ccc(-c4ccc5ccn(Cc6cccc(F)c6)c5c4)cc32)cc1	-0.6	9.3
9	CN(C(N)=NC(=O)/C=C/c1ccccc1)C(C#Cc1ccccc1)Cc1ccccc1 (stereo not drawn)	4.8	5.9
10	CCc1ccc(CCNC(=O)OC2CCC23CCC(c2ccccc2)CC3)cc1 (stereo not drawn)	-4.8	-3.8
11	Cc1cc(NC(=O)Cn2c(=O)n(CCCCC(=O)NC3CCN(Cc4ccccc4)CC3)c(=O)c3ccccc32)n[nH]1	-10.5	16.1
12	COc1cccc(N2CCN(CC(=O)NCc3c(F)cccc3F)CC2)c1	-2.7	7.0
13	OC(c1ccccc1)(c1ccccc1)C1CCN(CCCOc2ccc(C(F)(F)F)cc2)CC1	0.8	-16.4
14	C=CCN1CC(COc2ccc(OC)cc2)OCCS1(=O)=O (stereo not drawn)	7.3	-22.0
15	CCOC(=O)[C@]12CCCCC/C=C\1N(CCc1ccc(Cl)cc1)C(=O)[C@H]2CC(=O)NCc1cccs1	2.2	-16.0
16	C[C@H]1COc2cccc(NCCO)c2S(=O)(=O)N1	4.1	9.2
17	C=CCN=C1NC(c2ccccc2)C(C(=O)OC)=C(C)N1Cc1ccc(C(F)(F)F)cc1 (stereo not drawn)	6.6	-16.7
18	COc1cc(C=NN=c2sc3ccccc3n2C)ccc1OCCO	-36.5	-58.0
19	C[C@H](CCCCC1(C)OCCO1)CCC(=O)N(c1ccccc1)c1ccccc1	9.5	10.7
20	CCOC(=O)N(C)C[C@H]1OCc2cnnn2CCCC(=O)N([C@H](C)CO)C[C@@H]1C	-1.4	-32.1

Two records picked at random from the list so far:
entry	canonical_smiles	COUP-TFII inh	SRC2 inh
3	CS(=O)(=O)N[C@@H]1C[C@@H]2O[C@@H](CO)CC[C@@H]2O[C@@H]1CCc1ccc(/C=C/c2ccccc2)cc1	3.1	3.8
11	Cc1cc(NC(=O)Cn2c(=O)n(CCCCC(=O)NC3CCN(Cc4ccccc4)CC3)c(=O)c3ccccc32)n[nH]1	-10.5	16.1

2 of these compounds in another layout:
Below each compound – COUP-TFII inh	SRC2 inh
(7) CCCC1CC(=O)OC1(C)C(=O)CSc1n[nH]c(-c2ccccc2)n1 (stereo not drawn)
→ -14.3	-0.6
(8) COc1ccc(Cn2ccc3ccc(-c4ccc5ccn(Cc6cccc(F)c6)c5c4)cc32)cc1
→ -0.6	9.3

Part of the list above in order of molar mass, rising.
entry	canonical_smiles	COUP-TFII inh	SRC2 inh
9	CN(C(N)=NC(=O)/C=C/c1ccccc1)C(C#Cc1ccccc1)Cc1ccccc1 (stereo not drawn)	4.8	5.9
8	COc1ccc(Cn2ccc3ccc(-c4ccc5ccn(Cc6cccc(F)c6)c5c4)cc32)cc1	-0.6	9.3
11	Cc1cc(NC(=O)Cn2c(=O)n(CCCCC(=O)NC3CCN(Cc4ccccc4)CC3)c(=O)c3ccccc32)n[nH]1	-10.5	16.1

The listing continues.
entry	canonical_smiles	COUP-TFII inh	SRC2 inh
21	CCOC(=O)C1CSCCS(=O)(=O)N1Cc1ccc(Cl)cc1 (stereo not drawn)	-1.1	-22.3
22	COc1ccc(OCc2nn3c(-c4ccccc4)nnc3s2)cc1	5.7	-0.5
23	c1csc(-c2nnc(SCc3nc4ccccc4[nH]3)o2)c1	-10.7	4.2
24	O=S1(=O)c2ccc(Br)cc2OC[C@H](Cc2ccccc2)N1Cc1cn(Cc2ccc(Br)cc2)nn1	-4.0	-4.9
25	COc1cccc(NC(=O)NC2CCCCN(Cc3ccc(C)cc3)C2=O)c1 (stereo not drawn)	2.2	9.2
26	CCOc1ccc(CN2CCN(Cc3nc(C(C)C)cs3)CC2CCO)cc1 (stereo not drawn)	15.7	4.8
27	COC(=O)C12C=C3CC(C)=C3C(=O)N1Cc1[nH]c3ccccc3c1C2 (stereo not drawn)	-8.3	-11.1
28	CCOC(=O)Cn1cc(CN2C(C(=O)OC)CN(C3CC3)CCS2(=O)=O)nn1 (stereo not drawn)	-3.1	-17.0
29	Cc1ccc(S(=O)(=O)NCC(=O)N2CCN(c3ccccn3)CC2)cc1C	-8.1	-12.3
30	O=S1(=O)c2ccc(Br)cc2OC[C@@H](Cc2ccccc2)N1Cc1cn(Cc2ccccc2)nn1	13.8	1.2
31	Cc1cc(C(=O)NN=Cc2cccc(O)c2)n[nH]1	-29.9	-39.2
32	CCCN1CCCCC(NC(=O)c2ccccc2C)C1=O (stereo not drawn)	-10.3	-2.4
33	FC(F)(F)c1ccccc1NC(=S)NN=C1CCCCCC1	-26.3	-4.1
34	O=S1(=O)c2ccccc2-c2c(nnn2Cc2ccccc2)CN1C1CC1	-1.9	9.9
35	O=C(C1CCN(c2cncnc2)CC1)N1CCCC1	2.2	-31.8
36	CC(C)C(C(=O)NCc1ccccc1)N1CCN(CCN2CCOCC2)CC1 (stereo not drawn)	-8.7	-20.9
37	O=C(CC1CCCC1)N[C@H](C(=O)N1CCC[C@H]1C(=O)NCCc1ccccc1Cl)c1ccccc1	7.1	-5.2
38	CC(C)(C)c1ccc(S(=O)(=O)N2CCC(C(=O)NCc3cccs3)CC2)cc1	4.7	-15.5
39	CCCCC(=O)N(Cc1ccccc1)c1ccccc1C(=O)Nc1cc(OC)ccc1OC	-3.9	19.2
40	C[C@@H]1OC(C2CCCCC2)N(C)[C@H]2C[C@H]3c4[nH]c5cccc(-c6ccccc6)c5c4CCN3C(=O)[C@@H]12 (stereo partly drawn)	-14.9	-5.5

(continued)
entry	canonical_smiles	COUP-TFII inh	SRC2 inh
41	CN1C(=O)c2ccccc2C(C(=O)NCCCN2CCCC2=O)C1c1c[nH]c2ccccc12 (stereo not drawn)	9.3	16.5
42	Cc1ccc(/C=N\NC(=O)CN2CCN(S(=O)(=O)c3ccc(Br)cc3)CC2)s1	3.8	-5.7
43	COc1ccc(NC(=O)c2cccc(C(=O)Nc3ccc(OC)cc3)n2)cc1	-8.1	-12.1
44	CCSCc1nnc(SCC(=O)Nc2nc(C)cs2)n1C	5.4	-29.7
45	N#C/C(=C\c1ccc(OCc2ccccc2)cc1)C(=O)Nc1ccc(C(=O)O)cc1	-3.2	-24.1
46	CCNC(=O)Nc1ccc2c(c1)C(=O)N(C)[C@H]1CC[C@@H](CC(=O)OC)O[C@H]1CO2	18.5	5.2
47	C=CCNC(=S)N(C)[C@H]1C[C@H]2c3cc(-c4ccccc4C)ccc3CCN2C[C@H]1[C@H](C)O	8.0	13.8
48	CC(C)(C)OC(=O)N1CCC[C@@H]1C(=O)N1CCC[C@@H]1C(=O)NCc1ccccc1	1.4	-4.4
49	Cc1ccc(C)c(NC(=O)c2cc(-c3ccc(Cl)cc3)nc3ccccc23)c1	-15.6	-1.7
50	O=C(c1cc2ccccc2c(=O)o1)N1CCCC1	-15.2	-13.6
51	Cc1ccc(CNC(=O)c2ccc3nc4[nH]c5ccccc5c4nc3c2)cc1	2.8	-9.7
52	CN(C)Cc1cn(-c2cccc(-c3noc4c3C(=O)N(CC(=O)N3CCOCC3)CC4)c2)nn1	1.9	-1.6
53	COC(=O)CC[C@@H](/C=C/C(=O)OC(C)(C)C)Sc1ccc(C(C)(C)C)cc1	8.1	-3.4
54	Cc1ccc(-c2nnc(SCC(=O)NNC(=S)Nc3ccccc3)n2C2CCCCC2)cc1	-5.0	-20.6
55	Nc1[nH]c2cc(C(F)(F)F)ccc2c1C(=O)NC1CCCCC1	10.2	-3.8
56	O=C(/C=C/c1ccccc1)Nc1cccc(C(=O)NCc2ccccc2)c1	-12.0	-26.3
57	CCc1cc2c(nc1CC)CCCN2S(=O)(=O)c1ccc(C)cc1	23.8	-12.4
58	O=C1C[C@@H](C(=O)Nc2ccc(Cl)cc2)[C@@H](c2ccccc2)O1	6.7	-4.2
59	CCCCCCN(C(=O)CCCCCN1C(=O)NC(c2ccc(-c3ccccc3)cc2)C(C(=O)OCc2ccccc2)=C1C)C(C(=O)NCCCC)c1ccccc1 (stereo not drawn)	7.8	-11.0
60	COC(=O)C[C@H]1CC[C@@H]2[C@H](COc3ccc(NC(=O)NCc4ccccc4)cc3C(=O)N2C)O1	-3.4	9.3

Three entries out of the list above, ordered by the number in COUP-TFII inh, ascending:
entry	canonical_smiles	COUP-TFII inh	SRC2 inh
49	Cc1ccc(C)c(NC(=O)c2cc(-c3ccc(Cl)cc3)nc3ccccc23)c1	-15.6	-1.7
45	N#C/C(=C\c1ccc(OCc2ccccc2)cc1)C(=O)Nc1ccc(C(=O)O)cc1	-3.2	-24.1
41	CN1C(=O)c2ccccc2C(C(=O)NCCCN2CCCC2=O)C1c1c[nH]c2ccccc12 (stereo not drawn)	9.3	16.5

Next section.
entry	canonical_smiles	COUP-TFII inh	SRC2 inh
61	COc1cc2c(c(OC)c1OC)[C@@]1(c3ccccc3)CCCCC[C@H]1[C@@H]2NC(=O)C(F)(F)F	19.3	1.8
62	CC(C)N1CCCCC(NC(=O)c2ccc3ccccc3c2)C1=O (stereo not drawn)	-8.5	-10.0
63	CCOc1ccc(C=Nn2c(-c3ccc(F)cc3)n[nH]c2=S)cc1	-4.0	2.5
64	O=C(c1cccnc1Cl)N1CCC(Oc2cccnc2)CC1	9.3	-8.8
65	Nc1[nH]c(C(=O)c2ccc(Br)cc2)c(-c2ccc(Cl)cc2[N+](=O)[O-])c1C(=O)NCCc1c[nH]c2ccccc12	7.6	-1.2
66	COCCN1Cc2cc(C(=O)OC)c3c(c2C1=O)c1cc(OC)ccc1n3C(=O)c1ccccc1	17.7	9.3
67	COc1cccc(CCNC(=O)CCc2nc(-c3ccccc3F)no2)c1	-7.3	-14.0
68	O=C(NCc1ccccc1)[C@@H]1CCCN1C(=O)[C@H]1CCCN1C(=O)c1ccccc1F	-18.0	-1.0
69	CCC[C@@H](/C=C/C(=O)OC(C)(C)C)Sc1ccc(C(C)(C)C)cc1	-10.3	-12.8
70	Nc1[nH]c(C(=O)c2ccc(Br)cc2)c(-c2ccncc2)c1C(=O)NCCc1c[nH]c2ccccc12	-9.3	2.9
71	COC(=O)[C@]12C[C@H](CC(=O)NCc3ccccc3)C(=O)N(Cc3cccc4ccccc34)C1=C[C@H](C(C)(C)C)O[C@@H]2C	21.0	16.3
72	O=C(CSc1nnc(-c2cccc(Cl)c2)n1Cc1ccco1)Nc1ccc2c(c1)OCO2	11.4	-2.4
73	CCCCCCCCN1C(=O)[C@@H](CC(=O)N2CCN(C(=O)C3CC3)CC2)C[C@@]2(C(=O)OC)C1=C[C@H](C1CCCC1)O[C@@H]2C	16.8	4.3
74	CC[C@H](NC(=O)[C@H]1O[C@@H](n2cnc3c(=O)[nH]c(N)nc32)[C@H](O)[C@@H]1O)c1ccccc1	-1.9	-24.2
75	C=CCN1[C@H](Cc2ccccc2)COc2cc(F)ccc2S1(=O)=O	10.0	-22.9
76	Cc1cc(C)nc(N2CCN(C(=O)CSc3nc4ccccc4nc3N3CC(C)OC(C)C3)CC2)n1 (stereo not drawn)	-1.7	-14.8
77	COC(=O)[C@]12C[C@H](CC(=O)NCc3ccc(OC)c(OC)c3)C(=O)N(Cc3ccc4c(c3)OCO4)C1=C[C@H](COCc1ccccc1)O[C@@H]2C	-5.1	1.3
78	O=c1[nH]c(=O)n(C2OC(CO)C(O)C(O)C2O)cc1F (stereo not drawn)	7.1	-6.3
79	COC(=O)Cc1nnn2c1[C@H](C)[C@H](c1cccc(OC)c1OC)OCC2	-12.4	2.7
80	CC(C)NC(=O)CCn1nnc(-c2cccs2)n1	-3.3	-8.2
81	C=CCN(CC#Cc1ccccc1)CC=C	-4.6	14.9
82	CCN(CC)C(=O)Cn1nc(Cc2ccncc2)c2ccccc2c1=O	-22.3	-1.8
